CCR6 antag = CCR6 receptor antagonists, primary screen, cell-based, CHO-K1, luminescence, beta-arrestin, uHTS. C-C chemokine receptor type 6 (Homo sapiens), P51684. CHO-K1 CCR6 PathHunter beta-arrestin, CCL20-stimulated. hit rate 0.49% among 340,000. inhibition, % at 20 µM;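 active means compounds whose inhibition of the agonist-driven luminescence signal at 20 µM reaches about 50%, limit read from the data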;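 further: cells stimulated with CCL20 at 14 nM final; plate controls were DMSO with CCL20 for no effect and DMSO without agonist for full effect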
Target sequence (P51684 whole entry, looked up): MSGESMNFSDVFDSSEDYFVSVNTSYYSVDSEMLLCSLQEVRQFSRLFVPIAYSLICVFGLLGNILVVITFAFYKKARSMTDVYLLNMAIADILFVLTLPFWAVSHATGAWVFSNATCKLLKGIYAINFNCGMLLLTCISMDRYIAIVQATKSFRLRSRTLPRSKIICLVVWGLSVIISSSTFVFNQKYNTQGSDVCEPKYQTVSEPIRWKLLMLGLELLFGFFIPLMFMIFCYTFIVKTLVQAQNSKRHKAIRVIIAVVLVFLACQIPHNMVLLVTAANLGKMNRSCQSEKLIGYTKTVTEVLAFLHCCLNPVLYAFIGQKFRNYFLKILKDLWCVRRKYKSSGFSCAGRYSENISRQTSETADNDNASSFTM
Mdm2-MdmX inh = inhibitors of human Mdm2-MdmX association, primary screen, cell-based, luminescence, split luciferase, SaOS-2, uHTS; AID 485346, 2010; SaOS-2 split-luciferase Mdm2/MdmX complementation; inhibition, % at 8 µM; hit rate 3% among 330,000;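 active means inhibition of at least 50% at 8 µM in the primary screen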
Gli-Sufu antag = Gli-Sufu pathway antagonists, primary screen, luciferase luminescence, Sufu-KO-LIGHT cells, uHTS; Sufu-KO-LIGHT fibroblasts, Gli luciferase reporter luminescence; inhibition, % at 5 µM; AID 588413, 2011; hit rate 0.74% among 340,000;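 active means inhibition above about 55%, limit read from the data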;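 further: 0% = DMSO-treated cells and 100% = wells with medium but no cells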
Jurkat NFkB inh = inhibitors of induced NF-kB luciferase reporter, primary screen, TCR NF-kB activation inhibitor project, cell-based, luminescence, uHTS | Jurkat, PMA/ionomycin-induced NF-kB luciferase reporter | inhibition, % at 4 µM | hit rate 0.53% among 330,000; in the data active means inhibition above about 50%
697 NFkB inh = inhibitors of PMA/ionomycin-induced NF-kB reporter, 697 cells, primary screen, B-cell NF-kB inhibitor project, cell-based, luminescence, uHTS | inhibition, % at 4 µM | hit rate 0.33% among 330,000 | 697 B-cell NF-kB luciferase reporter, 16 h; in the data active means inhibition above about 35%
UPR CHOP act = activators of apoptotic CHOP UPR arm, primary screen, cell-based, CHO-CHOP luciferase reporter, luminescence, uHTS; hit rate 0.34% among 330,000; UPR activation; percent of tunicamycin response over DMSO baseline; activation, % at 10 µM;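 active means at 10 µM dose, activation of 40% or more, normalized to positive control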;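 further: 100% = tunicamycin at 10 µg/mL and 0% = DMSO alone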
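Evaluation: % reporter activation, DMSO baseline versus tunicamycin full activation; System: CHO-CHOP luciferase reporter cell line; Input: 500 cells/well; Incubation: 6 h compound treatment, 37 °C; Measured by: Steady-Glo luciferase luminescence; Dosing: one dose, 10 µM in 0.5% DMSO; Buffer or medium: F12 medium, 10% FBS; Benchmarks: positive tunicamycin 10 µg/mL, negative DMSO alone.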
UPR XBP1 act = activators of adaptive XBP1 UPR arm, primary screen, cell-based, CHO-XBP1 luciferase reporter, luminescence, uHTS; IRE1-XBP1 UPR activation; percent of tunicamycin response, DMSO as zero; activation, % at 20 µM; hit rate 0.33% among 330,000; AID 463104, 2010;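 active means versus positive control, 20 µM dose yields 30% or more activation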;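 further: 100% = tunicamycin at 10 µg/mL and 0% = DMSO only wells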
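assay system = CHO-XBP1 luciferase reporter cells | amount = 1000 cells/well | buffer or medium = F12 plus 10% FBS | compound dosing = single point, 20 µM final compound, 1% DMSO | incubation = 16-18 h cell attachment at 37 °C, then 6 h compound exposure | detection = Steady-Glo luminescence read | controls = tunicamycin 10 µg/mL and vehicle-only wells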
CXCR6 block = CXCR6 receptor inhibitors, primary screen, cell-based, beta-arrestin, luminescence, CHO-K1 PathHunter, 1536-well. C-X-C chemokine receptor type 6 (Homo sapiens), O00574. inhibition, % at 20 µM. hit rate 0.36% among 360,000; in the data active means inhibition above about 34%, passing the limit was not always enough;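 further: antagonist mode with CXCL16 agonist at 10 nM final; 0% = 10 nM CXCL16 with DMSO and 100% = unstimulated wells without agonist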
Target sequence (O00574 whole entry, looked up): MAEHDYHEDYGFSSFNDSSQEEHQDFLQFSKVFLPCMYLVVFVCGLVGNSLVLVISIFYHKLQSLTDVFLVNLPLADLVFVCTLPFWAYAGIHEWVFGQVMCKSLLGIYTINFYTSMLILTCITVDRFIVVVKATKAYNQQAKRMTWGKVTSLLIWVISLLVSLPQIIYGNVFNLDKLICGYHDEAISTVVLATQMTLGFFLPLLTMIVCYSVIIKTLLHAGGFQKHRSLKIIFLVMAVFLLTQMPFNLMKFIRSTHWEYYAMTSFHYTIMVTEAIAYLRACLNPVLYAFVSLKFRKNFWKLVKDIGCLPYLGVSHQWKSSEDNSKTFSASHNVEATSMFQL
EBI2 antag = EBI2 receptor antagonists, beta-arrestin recruitment, primary screen, cell-based, luminescence, 7a,25-OHC stimulation, uHTS; 7a,25-OHC stimulated; inhibition, % at 5 µM; hit rate 0.81% among 360,000; AID 651636, 2012; G-protein coupled receptor 183 (Homo sapiens), P32249; in the data active means inhibition above about 38%;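 further: enzyme fragment complementation signal reports receptor beta-arrestin coupling in cells; 0% = agonist plus DMSO wells and 100% = wells without agonist; some results beyond the cut were filed as inactive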
Target sequence (P32249 whole entry, looked up, the tested form may be a part): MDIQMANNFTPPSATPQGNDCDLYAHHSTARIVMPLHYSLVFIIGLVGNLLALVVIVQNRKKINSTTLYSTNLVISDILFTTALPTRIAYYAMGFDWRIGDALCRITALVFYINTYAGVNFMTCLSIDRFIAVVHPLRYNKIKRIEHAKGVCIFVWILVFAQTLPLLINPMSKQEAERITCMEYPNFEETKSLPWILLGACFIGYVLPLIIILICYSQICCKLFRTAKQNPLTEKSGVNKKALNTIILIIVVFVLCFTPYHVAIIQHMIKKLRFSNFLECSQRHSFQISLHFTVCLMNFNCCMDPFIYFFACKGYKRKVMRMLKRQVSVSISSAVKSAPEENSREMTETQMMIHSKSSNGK
* marks the source's active call; other numbers are inactive results.

The first 2 entries (preview)
For c1ccc(OCCCn2nnc(-c3ccncc3)n2)cc1 the results were CCR6 antag -12.7, Mdm2-MdmX inh 11.3, Gli-Sufu antag -0.1, Jurkat NFkB inh 8.4, 697 NFkB inh -5.8, UPR CHOP act 0.0, UPR XBP1 act -3.9, CXCR6 block -7.5 and EBI2 antag -0.1.
`Cc1ccc(OCc2nc3c4c(ncn3n2)-c2ccccc2CC42CCCC2)cc1` gave CCR6 antag 14.2, Mdm2-MdmX inh 17.9, Gli-Sufu antag 4.3, Jurkat NFkB inh -2.0, 697 NFkB inh 12.0, UPR CHOP act -1.5, UPR XBP1 act -3.4, CXCR6 block 5.6 and EBI2 antag 25.4.

Main list, from the start:
For c1ccc(OCCCn2nnc(-c3ccncc3)n2)cc1 the results were CCR6 antag -12.7, Mdm2-MdmX inh 11.3, Gli-Sufu antag -0.1, Jurkat NFkB inh 8.4, 697 NFkB inh -5.8, UPR CHOP act 0.0, UPR XBP1 act -3.9, CXCR6 block -7.5 and EBI2 antag -0.1.
`Cc1ccc(OCc2nc3c4c(ncn3n2)-c2ccccc2CC42CCCC2)cc1` gave CCR6 antag 14.2, Mdm2-MdmX inh 17.9, Gli-Sufu antag 4.3, Jurkat NFkB inh -2.0, 697 NFkB inh 12.0, UPR CHOP act -1.5, UPR XBP1 act -3.4, CXCR6 block 5.6 and EBI2 antag 25.4.
COCc1c(C(=O)N/N=C(\C)c2ccncc2)nnn1-c1nonc1N was read as CCR6 antag 11.1, Mdm2-MdmX inh -11.6, Gli-Sufu antag 4.5, Jurkat NFkB inh -38.2, 697 NFkB inh -14.5, UPR CHOP act -1.5, UPR XBP1 act 2.1, CXCR6 block -2.4 and EBI2 antag 2.3.
Screening Cn1c(=O)[nH]c(=O)c2c1nc(N1CCN(Cc3ccccc3)CC1)n2CCCc1ccccc1 returned CCR6 antag 6.8, Mdm2-MdmX inh -14.9, Gli-Sufu antag 34.2, Jurkat NFkB inh -8.2, 697 NFkB inh -23.5, UPR CHOP act 2.0, UPR XBP1 act 6.2, CXCR6 block -12.7 and EBI2 antag 25.4.
`Cc1onc(-c2ccccc2)c1C(=O)Nc1nncs1` gave CCR6 antag 4.6, Mdm2-MdmX inh 19.1, Gli-Sufu antag 10.6, Jurkat NFkB inh 3.3, 697 NFkB inh -5.4, UPR CHOP act -1.4, UPR XBP1 act -1.3, CXCR6 block 4.9 and EBI2 antag -8.6.
Screening O=C(c1ccccc1)N1CCN(c2ccc(N3CCOCC3)nn2)CC1 returned CCR6 antag 0.1, Mdm2-MdmX inh 27.5, Gli-Sufu antag -9.2, Jurkat NFkB inh 17.7, 697 NFkB inh 6.6, UPR CHOP act 1.9, UPR XBP1 act -0.9, CXCR6 block -7.1 and EBI2 antag -14.7.
Screening CC(NC(=O)C(=O)c1cn(CC(=O)N2CCOCC2)c2ccccc12)c1ccccc1 (stereo unspecified) returned CCR6 antag -2.4, Mdm2-MdmX inh 9.4, Gli-Sufu antag -0.4, Jurkat NFkB inh -9.4, 697 NFkB inh 7.3, UPR CHOP act -1.0, UPR XBP1 act -1.1, CXCR6 block 5.2 and EBI2 antag 2.7.
Screening CCOC(=O)c1cc(-c2cc3ccccc3o2)n[nH]1 returned CCR6 antag 19.6, Mdm2-MdmX inh -13.4, Gli-Sufu antag 6.0, Jurkat NFkB inh 13.9, 697 NFkB inh 6.1, UPR CHOP act 0.6, UPR XBP1 act 2.0, CXCR6 block 10.3 and EBI2 antag 1.6.
For O=C(c1ccccc1)N1CCN(C(=O)c2cc3nc(-c4ccccc4)cc(C(F)(F)F)n3n2)CC1 the results were CCR6 antag 20.8, Mdm2-MdmX inh 18.4, Gli-Sufu antag 30.8, Jurkat NFkB inh -10.1, 697 NFkB inh 1.2, UPR CHOP act 1.5, UPR XBP1 act 3.2, CXCR6 block 14.3 and EBI2 antag 6.5.
Screening CCOc1ccc(C(=S)N2CCOCC2)cc1OCC returned CCR6 antag -1.1, Mdm2-MdmX inh 8.5, Gli-Sufu antag -1.3, Jurkat NFkB inh -5.9, 697 NFkB inh 0.1, UPR CHOP act 2.3, UPR XBP1 act -1.1, CXCR6 block -0.7 and EBI2 antag 1.8.
COC(=O)c1cc2n(n1)CCN(Cc1ccc(F)cc1)C2=O was read as CCR6 antag -21.5, Mdm2-MdmX inh -12.0, Gli-Sufu antag -6.7, Jurkat NFkB inh 1.0, 697 NFkB inh 9.8, UPR CHOP act 0.6, UPR XBP1 act -3.4, CXCR6 block -7.6 and EBI2 antag -10.0.
Cc1nc(C(=O)Nc2ccccc2Cl)cc2c1[nH]c1ccccc12 was read as CCR6 antag -4.9, Mdm2-MdmX inh 80.1*, Gli-Sufu antag -4.4, Jurkat NFkB inh -37.3, 697 NFkB inh 12.4, UPR CHOP act 4.1, UPR XBP1 act 2.2, CXCR6 block -5.4 and EBI2 antag 17.6.
Screening CCCOc1nc(C)cc(COC)c1C(N)=O returned CCR6 antag 14.3, Mdm2-MdmX inh -6.2, Gli-Sufu antag -20.6, Jurkat NFkB inh 5.0, 697 NFkB inh 20.1, UPR CHOP act 0.4, UPR XBP1 act 1.4, CXCR6 block -2.3 and EBI2 antag -6.8.
CCSC1(SCC)N=C(N)C2(C#N)C(c3ccccc3)NC3=C(CCC3)C12C#N (stereo unspecified) was read as CCR6 antag -15.0, Mdm2-MdmX inh 42.0, Gli-Sufu antag 3.6, Jurkat NFkB inh -33.6, 697 NFkB inh -66.0, UPR CHOP act -1.6, UPR XBP1 act -1.1, CXCR6 block 6.9 and EBI2 antag 0.3.
Screening CN1C(=O)NC(NS(=O)(=O)c2ccc(N)cc2)(C(F)(F)F)C1=O (stereo unspecified) returned CCR6 antag 0.8, Mdm2-MdmX inh -12.8, Gli-Sufu antag 1.8, Jurkat NFkB inh 9.8, 697 NFkB inh 11.9, UPR CHOP act -0.7, UPR XBP1 act -3.1, CXCR6 block -0.8 and EBI2 antag 0.0.
For COc1cc(/C=N/NC(=O)c2ccc(CN3c4cccc5cccc(c45)S3(=O)=O)cc2)cc(OC)c1O the results were CCR6 antag 4.2, Mdm2-MdmX inh 9.8, Gli-Sufu antag 1.5, Jurkat NFkB inh -9.8, 697 NFkB inh -8.7, UPR CHOP act 1.5, UPR XBP1 act 2.0, CXCR6 block -11.8 and EBI2 antag 9.4.
For N=C1/C(=C\c2ccc(-c3cccc(Cl)c3)o2)C(=O)N=C2SC=C(c3ccccc3)N12 the results were CCR6 antag 43.3, Mdm2-MdmX inh -10.8, Gli-Sufu antag 2.5, Jurkat NFkB inh -40.1, 697 NFkB inh -22.4, UPR CHOP act 1.6, UPR XBP1 act 2.4, CXCR6 block 11.8 and EBI2 antag -0.2.
`O=C(c1ccc(Cl)c(NC2=NC3CS(=O)(=O)CC3S2)c1)N1CCN(c2ccccc2)CC1` (stereo unspecified) gave CCR6 antag 12.3, Mdm2-MdmX inh 5.2, Gli-Sufu antag -2.9, Jurkat NFkB inh 6.5, 697 NFkB inh 1.8, UPR CHOP act 0.0, UPR XBP1 act -2.2, CXCR6 block 0.9 and EBI2 antag 1.1.
NC(=O)c1nsc(C(=O)N(CC(=O)NCc2ccccc2)c2ccc(F)cc2)c1N was read as CCR6 antag 10.3, Mdm2-MdmX inh -14.3, Gli-Sufu antag 0.7, Jurkat NFkB inh -15.6, 697 NFkB inh -18.3, UPR CHOP act -1.2, UPR XBP1 act -3.3, CXCR6 block 0.4 and EBI2 antag 1.9.
CCOc1ccc(NC(=S)NNC(=O)CC(C)O)cc1 (stereo unspecified) was read as CCR6 antag -21.4, Mdm2-MdmX inh 6.0, Gli-Sufu antag -1.8, Jurkat NFkB inh 8.3, 697 NFkB inh 21.0, UPR CHOP act -0.4, UPR XBP1 act -5.3, CXCR6 block -6.9 and EBI2 antag 5.7.
CCOC(=O)C(=O)NNc1ccc(F)cc1 was read as CCR6 antag 6.2, Mdm2-MdmX inh -14.7, Gli-Sufu antag 3.5, Jurkat NFkB inh 1.7, 697 NFkB inh 14.6, UPR CHOP act 0.5, UPR XBP1 act -0.5, CXCR6 block 5.7 and EBI2 antag 9.7.
For COc1ccccc1CN1[C@@H](CC(=O)O)c2ccccc2S1(=O)=O the results were CCR6 antag 1.9, Mdm2-MdmX inh 0.0, Gli-Sufu antag 0.8, Jurkat NFkB inh 9.6, 697 NFkB inh 11.6, UPR CHOP act 5.5, UPR XBP1 act 0.2, CXCR6 block 0.9 and EBI2 antag -1.9.
`Cc1cccc(N(C(=O)c2csnn2)C(C(=O)NC2CCCCC2)c2ccccn2)c1C` (stereo unspecified) gave CCR6 antag 11.2, Mdm2-MdmX inh 4.2, Gli-Sufu antag 12.2, Jurkat NFkB inh -2.2, 697 NFkB inh 18.0, UPR CHOP act -0.4, UPR XBP1 act -1.4, CXCR6 block 4.5 and EBI2 antag -10.3.
For COc1cc2c(cc1OC)C1=C(C#N)COCN1CC2 the results were CCR6 antag 13.7, Mdm2-MdmX inh 21.3, Gli-Sufu antag 0.2, Jurkat NFkB inh -0.6, 697 NFkB inh -30.5, UPR CHOP act -2.3, UPR XBP1 act 4.4, CXCR6 block 4.0 and EBI2 antag -13.5.
Screening CCOc1cc(N2CCOCC2)c(OCC)cc1NC(=O)CSc1cccc[n+]1[O-] returned CCR6 antag 14.0, Mdm2-MdmX inh 10.7, Gli-Sufu antag 5.2, Jurkat NFkB inh 0.5, 697 NFkB inh 17.1, UPR CHOP act -0.7, UPR XBP1 act 2.9, CXCR6 block -12.8 and EBI2 antag -6.0.
`Cc1c(NC(=O)c2ccc(Br)s2)c(=O)n(-c2ccccc2)n1C` gave CCR6 antag 11.8, Mdm2-MdmX inh -1.4, Gli-Sufu antag -10.5, Jurkat NFkB inh -8.8, 697 NFkB inh -7.7, UPR CHOP act 0.1, UPR XBP1 act -0.3, CXCR6 block 1.7 and EBI2 antag -3.8.
Cc1cc(=O)[nH]c(SCC(=O)O)c1C#N was read as CCR6 antag -3.7, Mdm2-MdmX inh 12.5, Gli-Sufu antag 7.5, Jurkat NFkB inh 10.9, 697 NFkB inh -3.6, UPR CHOP act 0.9, UPR XBP1 act 0.5, CXCR6 block -16.1 and EBI2 antag -23.1.
Screening CSc1ccccc1NC(=O)c1ccc2c(c1)CCN2S(C)(=O)=O returned CCR6 antag 6.8, Mdm2-MdmX inh -12.1, Gli-Sufu antag -8.3, Jurkat NFkB inh -19.6, 697 NFkB inh -6.4, UPR CHOP act -0.3, UPR XBP1 act -1.5, CXCR6 block 3.0 and EBI2 antag 0.1.
Screening COc1cc(S(=O)(=O)NCC2CCCO2)ccc1Br (stereo unspecified) returned CCR6 antag 9.9, Mdm2-MdmX inh 6.3, Gli-Sufu antag 24.7, Jurkat NFkB inh 2.1, 697 NFkB inh 14.5, UPR CHOP act -1.7, UPR XBP1 act -2.5, CXCR6 block 10.4 and EBI2 antag -7.7.

Source: PubChem
